STAT3 activator: increases IL-6 driven STAT3 reporter signal. U3A cells, IL-6 STAT3-luciferase reporter, luminescence; 100% = signal with IL-6 EC80 alone. activation (% of control), % at 5.6 µM. AID 871. 190,000 tested, 0.91% active;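 active = activation above the screen-wide mean of compound activation plus 3 SD, cut at about 130% in these data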;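 also: 0% = background luminescence of wells with medium and substrate only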
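Material: STAT3-luciferase reporter U3A cells; Probe or stimulus: IL-6 (33 ng/mL); Incubation: compound pre-incubation 1 h before IL-6, then 6 h stimulation at 37 °C; Technique: luminescence from STAT3-driven luciferase reporter; Evaluation: % activation versus median of IL-6-stimulated wells; Controls: IL-6-only high control.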
Hsp70 act: transcriptional activators of Hsp70; HeLa Hsp70 promoter luciferase reporter, luminescence; scaled: vehicle 0, proteasome-inhibitor control 100%; activation, % at 10 µM; 200,000 tested, 0.04% active;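 active = activation above the mean across all tested compounds plus 3 SD, cutoff set per campaign, cut at about 5.5% in these data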;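 also: 100% = MG132 at 30 µM as the positive control and 0% = DMSO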
STAT3 blocker: STAT3 signaling inhibition. U3A cells, IL-6 STAT3-luciferase reporter, luminescence; host cell line lacks STAT1. inhibition, % at 5.5 µM. 190,000 tested, 0.89% active. AID 862;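 active = inhibition above the mean inhibition across all screened compounds plus 3 SD, cut at about 44% in these data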;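 also: 0% = DMSO only wells and 100% = 100 µM nifuroxazide control wells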
G6PDH CS: counter-screen for G6PDH assay hits: L. mesenteroides G6PDH inhibition | inhibition, % at 5 µM | Purified L. mesenteroides G6PDH, diaphorase/resazurin coupled fluorescence, 45 min | AID 1020 | 200,000 tested, 0.12% active; in the data active = inhibition above about 50%
STAT1 activator: increases IFN-gamma driven STAT1 reporter signal. NIH 3T3 STAT1-luciferase reporter, luminescence; 100% = IFN-gamma alone, no compound. AID 932. activation (% of control), % at 5.5 µM. 200,000 tested, 2.6% active;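 active = activation above the screen-wide mean activation plus 3 SD, cut at about 130% in these data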;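 also: raw ratio to IFN-gamma control signal so 100% means no change and 0% no light; values of inactives mirror those of a sister screen read the other way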
Diaphorase inh: diaphorase inhibition or chemical oxidation counter-screen; diaphorase resazurin-to-resorufin fluorescence, NADH, 16 min; bacterial (C. kluyveri) enzyme, not human; 190,000 tested, 0.69% active; inhibition, % at 20 µM;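 active = primary screen inhibition at 20 µM above a set limit, cut at about 50% in these data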;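 also: plate controls were DMSO with full reaction for no effect and wells lacking NADH for full effect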
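Benchmarks: positive control wells lacking NADH, neutral wells with DMSO only. System: bacterial diaphorase enzyme (C. kluyveri). Input: 0.14 U/mL diaphorase, enzyme working solution. Detection: resorufin fluorescence, excitation 544 nm, emission 590 nm. Times: 16-min room-temperature incubation before reading.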
APP 5UTR inh: APP translation inhibition. SH-SY5Y APP 5'UTR-luciferase reporter, luminescence. inhibition, % at 2 µM. 190,000 tested, 0.82% active;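 active = inhibition above a set limit, derived from the sample mean plus 3 SD, cut at about 45% in these data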; also: values of inactives mirror those of a sister screen read the other way
Diaph act CS: activates diaphorase or chemically reduces, flagging diaphorase assay artifacts | activation factor at 20 µM | Diaphorase/resazurin coupled assay, resorufin fluorescence, 16 min; stronger effect = higher value; 1 = vehicle wells, 0 = NADH-free wells | 190,000 tested, 0.005% active;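 active = diaphorase activity raised at least twofold by the compound at 20 µM; inactive = activation factor below 2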
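Assay system: Purified diaphorase enzyme from Clostridium kluyveri | Amount: Enzyme 0.07 U/mL final | Dosing: Compound 20 µM once, DMSO 1% | Timing: 16 min reaction at room temperature | Detection: Fluorescence, excitation 544 nm and emission 590 nm | Evaluation: Higher resorufin formation from activation or reduction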
TLR4-MyD88 BLA: blocks binding of human TLR4 to MyD88; O00206+Q99836; inhibition, % at 8.4 µM; 200,000 tested, 0.18% active; HeLa CL3-4 TLR4/MyD88 BLA complementation, FRET ratio; in the data active = inhibition above about 25%;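 also: 0% = vehicle and 100% = reference inhibitor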
Target sequence (O00206 whole entry, looked up): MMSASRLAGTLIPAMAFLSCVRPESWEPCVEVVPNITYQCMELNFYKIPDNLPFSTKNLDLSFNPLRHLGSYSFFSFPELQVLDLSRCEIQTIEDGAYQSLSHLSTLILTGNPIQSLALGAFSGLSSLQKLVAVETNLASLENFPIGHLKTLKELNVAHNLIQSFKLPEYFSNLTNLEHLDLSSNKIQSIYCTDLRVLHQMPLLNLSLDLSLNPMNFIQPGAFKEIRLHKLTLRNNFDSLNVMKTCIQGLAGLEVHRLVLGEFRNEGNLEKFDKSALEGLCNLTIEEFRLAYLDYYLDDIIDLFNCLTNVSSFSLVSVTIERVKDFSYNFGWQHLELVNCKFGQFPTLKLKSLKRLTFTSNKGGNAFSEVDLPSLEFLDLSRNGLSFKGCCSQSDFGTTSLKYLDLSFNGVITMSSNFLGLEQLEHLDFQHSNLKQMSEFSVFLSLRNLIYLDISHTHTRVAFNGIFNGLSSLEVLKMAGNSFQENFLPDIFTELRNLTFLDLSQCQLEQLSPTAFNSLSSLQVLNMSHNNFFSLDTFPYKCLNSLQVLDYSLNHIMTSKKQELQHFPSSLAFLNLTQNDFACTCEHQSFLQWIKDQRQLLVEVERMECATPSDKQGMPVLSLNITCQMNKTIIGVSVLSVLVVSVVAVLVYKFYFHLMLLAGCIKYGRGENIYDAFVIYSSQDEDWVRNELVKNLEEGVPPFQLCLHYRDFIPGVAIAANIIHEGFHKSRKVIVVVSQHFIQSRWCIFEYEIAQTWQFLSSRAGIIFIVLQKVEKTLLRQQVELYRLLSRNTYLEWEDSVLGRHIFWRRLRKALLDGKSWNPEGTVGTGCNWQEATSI
Target sequence (Q99836 whole entry, looked up): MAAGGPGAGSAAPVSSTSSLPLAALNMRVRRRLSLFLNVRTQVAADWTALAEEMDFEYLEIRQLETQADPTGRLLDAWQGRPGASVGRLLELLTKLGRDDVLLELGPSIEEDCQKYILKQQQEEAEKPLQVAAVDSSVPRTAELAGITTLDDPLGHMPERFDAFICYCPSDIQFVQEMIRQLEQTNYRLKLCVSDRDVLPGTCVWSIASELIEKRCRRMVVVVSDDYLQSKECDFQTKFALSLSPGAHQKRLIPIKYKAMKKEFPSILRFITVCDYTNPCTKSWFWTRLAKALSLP
STAT1 inh: reduces IFN-gamma driven STAT1 reporter signal. 200,000 tested, 0.35% active. inhibition, % at 5.5 µM. AID 920. NIH 3T3 STAT1-luciferase reporter, luminescence;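 active = inhibition above a set limit, the mean inhibition across all tested compounds plus 3 SD, cut at about 34% in these data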;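 also: 0% = IFN-gamma with DMSO and 100% = IFN-gamma with 300 µM nifuroxazide; values of inactives mirror those of a sister screen read the other way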
The depositor's hits bear a star; · = no result given.

SMILES | STAT3 activator | Hsp70 act | STAT3 blocker | G6PDH CS | STAT1 activator | Diaphorase inh | APP 5UTR inh | Diaph act CS | TLR4-MyD88 BLA | STAT1 inh
O=C(NCc1ccccc1Cl)C1CCC(CNc2c(N3CCCCC3)c(=O)c2=O)CC1 (centres undefined) | 98 | 0.1 | 3 | 12 | 107 | 13 | -22 | 0.9 | -9 | -7
O=C1OC(c2ccc(Cl)cc2)/C(=C(/O)c2ccccc2)C1=O (centres undefined) | 97 | -0.2 | 8 | 5 | 100 | 3 | -17 | 1 | -3 | 0
CCOC(=O)c1cccnc1SCC(=O)N(C)c1ccccc1 | 96 | -0.1 | 9 | 9 | 112 | 5 | 9 | 0.9 | -10 | -13
CCOC(=O)Nc1nc(-c2ccc(Cl)cc2Cl)cs1 | 95 | 0.2 | 4 | 2 | 114 | 15 | -22 | 0.8 | 3 | -15
CCNC(=O)c1ccc(C2SCC(=O)N2Cc2ccco2)cc1 (centres undefined) | 92 | -0.1 | 13 | 1 | 90 | 4 | 6 | 1 | -9 | 11
CC(C)c1ccc(C(C(=O)NC2CCCC2)N(C(=O)CNC(=O)c2ccco2)c2cccnc2)cc1 (centres undefined) | 103 | -0.1 | -2 | 12 | 100 | 3 | 18 | 1 | -1 | 1
COc1ccc(N=C2S/C(=C\c3cc(C)n(C)c3C)C(=O)N2C)cc1 | 99 | -0.2 | 3 | 2 | 100 | 15 | 20 | 0.8 | 8 | 0
Cc1cc(Nc2c(C)cccc2C)n2nc(C)nc2n1 | 99 | -0.5 | 6 | -3 | 102 | 22 | -2 | 0.8 | 0 | -2
CCCn1c(SCC(=O)N2CCN(C(=O)c3ccco3)CC2)nc2ccccc2c1=O | 98 | -0.2 | 4 | -2 | 85 | 6 | -2 | 0.9 | -10 | 15
CS(=O)(=O)N1CCN(CC2CC3C=CC2C3)CC1 (centres undefined) | 100 | -0.4 | 3 | 2 | 101 | 22 | -5 | 0.8 | -16 | -1
COc1ccccc1/C=C/C(=O)NCC(=O)N/N=C/c1ccccc1 | 96 | 0.3 | 11 | 10 | 100 | -11 | 2 | 1.1 | 10 | -2
O=C(COC(=O)/C=C/c1ccc([N+](=O)[O-])cc1)NCC1CCCO1 (centres undefined) | 96 | 0.0 | 7 | 3 | 100 | -1 | -8 | 1 | 7 | -2
N#Cc1cc([N+](=O)[O-])ccc1NC(=O)COC(=O)C12CC3CC(CC(C3)C1)C2 | 113 | -0.4 | -10 | 14 | 89 | 3 | 13 | 1 | 0 | 10
CCOC(=O)C1CCN(C(=O)c2ccccc2NC(C)=O)CC1 | 99 | -0.4 | 10 | -4 | 102 | -7 | -12 | 1.1 | 0 | -2
COc1ccc(OC(=O)c2cnn(-c3ccccc3)c2C)cc1 | 97 | 0.2 | 4 | 6 | 150* | 12 | -106 | 0.9 | -13 | -55
CCC(=O)Nc1cccc(NC(=O)c2cccnc2)c1 | 96 | 0.1 | 7 | 5 | 99 | 5 | -10 | 0.9 | -7 | 2
CC(C)CCNC(=O)Cc1c(C(=O)O)[nH]c2ccc(Cl)cc12 | 100 | -0.2 | 1 | 14 | 93 | 27 | -12 | 0.7 | -3 | 3
CSc1nc(C)nc2c1c(=O)n(C)c(=O)n2C | 99 | -0.1 | 10 | 7 | 109 | 8 | · | 0.9 | -11 | -10
COc1cc(C(=O)NCc2nnc(SCC(=O)Nc3ccc4c(c3)OCO4)o2)cc(OC)c1OC | 92 | 0.0 | 13 | 6 | 103 | 9 | 6 | 0.9 | 5 | -4
O=C1CCC(=O)N1CC(=O)N(c1ccccc1)c1ccccc1 | 99 | 0.5 | 4 | 4 | 92 | 7 | 13 | 0.9 | -3 | 7
CCN(CCO)Cc1csc2cccc(Br)c12 | 93 | -0.1 | 15 | -2 | 105 | 12 | 6 | 0.9 | 3 | -5
COc1cc(NC(=O)CSc2ccc3c(c2)OCCO3)cc(OC)c1OC | 86 | -0.5 | 21 | 4 | 92 | 18 | -3 | 0.8 | -3 | 9
Cc1cc(C(=O)N[C@@H](c2ccccc2)[C@]2(C)C[C@H]2[C@@H](C)C(=O)Nc2ccc3ccccc3c2)no1 | 107 | -0.2 | -11 | 24 | 99 | 23 | 17 | 0.8 | 16 | 1
O=C(/C=C/N1CCOCC1)c1coc2ccccc12 | 96 | 0.3 | 9 | -1 | 136* | 14 | -49 | 0.9 | 2 | -40

Ordered by value in STAT3 activator (largest number first): three of the compounds above
molecule,STAT3 activator
N#Cc1cc([N+](=O)[O-])ccc1NC(=O)COC(=O)C12CC3CC(CC(C3)C1)C2,113
COc1cc(C(=O)NCc2nnc(SCC(=O)Nc3ccc4c(c3)OCO4)o2)cc(OC)c1OC,92
COc1cc(NC(=O)CSc2ccc3c(c2)OCCO3)cc(OC)c1OC,86

Continuation:
SMILES | STAT3 activator | Hsp70 act | STAT3 blocker | G6PDH CS | STAT1 activator | Diaphorase inh | APP 5UTR inh | Diaph act CS | TLR4-MyD88 BLA | STAT1 inh
O=c1[nH]c(CN2CCCC2)nc2sc3c(c12)CCC3 | 95 | -0.3 | 7 | 7 | 100 | 9 | 9 | 0.9 | -9 | 0
Nc1ccc(-c2ccc(C(=O)O)s2)cn1 | 106 | -0.2 | -1 | 1 | 111 | 8 | -7 | 0.9 | -7 | -14
Cc1cccc(NC(=O)CN2C(=O)NC(Cc3ccccc3)C2=O)c1 (centres undefined) | 102 | -0.1 | 4 | 6 | 101 | 10 | -14 | 0.9 | 4 | -1
c1ccc(-n2nnnc2-n2ccnc2)cc1 | 90 | -0.3 | 16 | 23 | 93 | 8 | -3 | 0.9 | 2 | 8
COc1ccc(C(=O)Nc2ccccc2C(=O)NC(Cc2ccc(O)cc2)C(=O)NNC(=O)c2ccccc2Cl)cc1 (centres undefined) | 99 | -0.1 | -2 | -1 | 104 | 18 | 10 | 0.8 | 2 | -4
CCCCC(=O)Nc1ccc(C(=O)NCCCn2ccnc2)cc1 | 99 | 0.6 | 6 | -5 | 98 | -5 | -15 | 1.1 | -7 | 3
COCCn1c(COC)nc2ccccc21 | 102 | 0.2 | 0 | 10 | 106 | 7 | 7 | 0.9 | 6 | -7
CCOc1ccc(N2C(=O)S/C(=C\c3cccn3C)C2=O)cc1 | 88 | -0.4 | 17 | -3 | 106 | 12 | -1 | 0.9 | 5 | -7
CN(Cc1cccnc1)C(=O)c1cc(COc2ccc3ncccc3c2)on1 | 33 | -0.1 | 79* | 6 | 67 | 5 | 1 | 0.9 | 0 | 34*
O=C(O)CCNS(=O)(=O)c1ccc2c(c1)OCCCO2 | 100 | -0.3 | 4 | 7 | 105 | -12 | -5 | 1.1 | 5 | -9
COC(=O)CSc1nc(SCc2ccc(C)cc2)nc2c1CCCC2 | 95 | -0.2 | 12 | -25 | 98 | 7 | 15 | 0.9 | -6 | 3
COc1ccc(S(=O)(=O)N2CCCCCC2)cc1N(C)S(=O)(=O)c1ccc(Cl)cc1 | 102 | 0.3 | 4 | -1 | 95 | 26 | -5 | 0.7 | -8 | 6
COc1ccc(C2CC(=O)C3=C(C2)Nc2ccccc2NC3c2coc3ccccc3c2=O)cc1OC (centres undefined) | 99 | -0.2 | -2 | 10 | 105 | 18 | -12 | 0.8 | -13 | -6
O=C(O)c1ccccc1C(=O)Nc1ccc(Oc2ccc3ccccc3c2)cc1 | 95 | -0.1 | 12 | 12 | 108 | 23 | 22 | 0.8 | -12 | -8
CC(C)Cc1nc2sc3c(=O)n(N)cnc3c2c2c1COC(C)(C)C2 | 105 | -0.4 | -8 | -7 | 97 | 8 | -14 | 0.9 | -9 | 4
CCOC(=O)c1cc2c(ccn2-c2ccc(F)cc2)n1CC(=O)NC(C)(C)C | 93 | -0.3 | 15 | 6 | 100 | 24 | -3 | 0.8 | 7 | -3
O=C(O)c1ccccc1S(=O)(=O)c1ccccc1CO | 104 | -0.2 | 2 | -2 | 107 | 7 | -19 | 0.9 | 1 | -7
CCOC(=O)C1CCCN(C(=O)CN2C(=O)c3ccccc3C2=O)C1 (centres undefined) | 89 | -0.2 | 15 | 2 | 97 | -1 | -14 | 1 | 10 | 3
CCc1cc2c(SCC(=O)c3cccs3)ncnc2s1 | 92 | 0.1 | 14 | -35 | 110 | 21 | -24 | 0.8 | 3 | -11
COc1ccc(CCNC(=O)CSc2ccc(-c3ccccc3)nn2)cc1OC | 110 | -0.3 | 0 | 2 | 95 | 15 | -16 | 0.9 | 10 | 5
CCOC(=O)C1CN(S(=O)(=O)c2ccc(Cl)cc2)c2cc(S(=O)(=O)CC)ccc2O1 (centres undefined) | 101 | 0.0 | 8 | 2 | 100 | 10 | -14 | 0.9 | -13 | 0
O=S(=O)(/C=C/c1ccccc1)Nc1ccc(F)cc1 | 100 | -0.4 | 1 | 1 | 91 | 5 | -6 | 0.9 | -6 | 10
COc1ccccc1-c1c(C(F)(F)F)oc2cc(OCC(=O)Nc3ccccc3C(F)(F)F)ccc2c1=O | 105 | -0.4 | -7 | -23 | 95 | 10 | 3 | 0.9 | 9 | 5

Among those listed so far, seven have a Cl atom:
SMILES | STAT3 activator | Hsp70 act | STAT3 blocker | G6PDH CS | STAT1 activator | Diaphorase inh | APP 5UTR inh | Diaph act CS | TLR4-MyD88 BLA | STAT1 inh
O=C(NCc1ccccc1Cl)C1CCC(CNc2c(N3CCCCC3)c(=O)c2=O)CC1 (centres undefined) | 98 | 0.1 | 3 | 12 | 107 | 13 | -22 | 0.9 | -9 | -7
O=C1OC(c2ccc(Cl)cc2)/C(=C(/O)c2ccccc2)C1=O (centres undefined) | 97 | -0.2 | 8 | 5 | 100 | 3 | -17 | 1 | -3 | 0
CCOC(=O)Nc1nc(-c2ccc(Cl)cc2Cl)cs1 | 95 | 0.2 | 4 | 2 | 114 | 15 | -22 | 0.8 | 3 | -15
CC(C)CCNC(=O)Cc1c(C(=O)O)[nH]c2ccc(Cl)cc12 | 100 | -0.2 | 1 | 14 | 93 | 27 | -12 | 0.7 | -3 | 3
COc1ccc(C(=O)Nc2ccccc2C(=O)NC(Cc2ccc(O)cc2)C(=O)NNC(=O)c2ccccc2Cl)cc1 (centres undefined) | 99 | -0.1 | -2 | -1 | 104 | 18 | 10 | 0.8 | 2 | -4
COc1ccc(S(=O)(=O)N2CCCCCC2)cc1N(C)S(=O)(=O)c1ccc(Cl)cc1 | 102 | 0.3 | 4 | -1 | 95 | 26 | -5 | 0.7 | -8 | 6
CCOC(=O)C1CN(S(=O)(=O)c2ccc(Cl)cc2)c2cc(S(=O)(=O)CC)ccc2O1 (centres undefined) | 101 | 0.0 | 8 | 2 | 100 | 10 | -14 | 0.9 | -13 | 0

High-throughput results: PubChem BioAssay, several laboratories
